CD40 NFkB inh: CD40 pathway inhibition in BL2 cells | BL2 NF-kB luciferase reporter, CD40L-induced, 4 h | inhibition, % at 10 µM | 0.94% of 83,000 active | AID 1053188;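 active = mean inhibition of at least 50% with a set share of replicates also reaching that level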;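 also: 0% = neutral control wells and 100% = IKK inhibitor VII at 50 µM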
* marks the source's active call; other numbers are inactive results; [ ] = another dose, or the depositor's remark.

How did O=C(c1ccc2c(c1)OCO2)N1C[C@H]2[C@@H](c3ccccc31)[C@@H](CO)N2C(=O)CC1CC1 do in these assays?
CD40 NFkB inh: 10[25 µM]

How did Cc1cccc(S(=O)(=O)N2C[C@@H]3[C@H](c4ccccc42)[C@H](CO)N3Cc2ccc3c(c2)OCO3)c1 do in these assays?
CD40 NFkB inh: 32[25 µM]

Results for CCCCC(=O)OCC(=O)c1ccc(OCC)cc1 ?
CD40 NFkB inh: -18

Results for CC(C)OC(=O)Cn1nc(C(F)(F)F)c2c1CCCC2 ?
CD40 NFkB inh: 7

How did O=C(O)C1C2C=CC(C2)C1C(=O)NC1CCS(=O)(=O)C1 (configuration not stated) do in these assays?
CD40 NFkB inh: -1

Results for Cc1ccc(S(=O)(=O)NC(=O)NC(C)Cc2ccccc2)cc1 (configuration not stated) ?
CD40 NFkB inh: 4

Results for N#C[C@@H]1N[C@@H](CO)[C@H]1c1ccc(-c2cccc(F)c2)cc1 ?
CD40 NFkB inh: -18[25 µM]

How did CCCNC(=O)N1[C@H](CO)[C@H](c2ccc(-c3ccccc3F)cc2)[C@@H]1C#N do in these assays?
CD40 NFkB inh: 15[25 µM]

What do the screens show for `CC(=O)NC1C(=O)N(C)c2ccc(Br)cc21` (configuration not stated)?
CD40 NFkB inh: 8

How did Cc1ccc(Cn2ncc3c(N4CCN(c5ccccc5C)CC4)ncnc32)cc1 do in these assays?
CD40 NFkB inh: 17

How did CCN(C(=O)CN1C(=O)NC2(CCCC2)C1=O)c1nc2c(C)cccc2s1 do in these assays?
CD40 NFkB inh: 10

How did O=C(NNC(=O)C1CCN(S(=O)(=O)c2c(Cl)cccc2Cl)CC1)c1ccccc1O do in these assays?
CD40 NFkB inh: -22

What do the screens show for `CCCCCC(=O)N(CN1C(=O)CCC1=O)c1ccccc1`?
CD40 NFkB inh: 21

Results for COc1ccc(S(=O)(=O)NCCS(=O)(=O)N2CCN(c3ccccc3)CC2)cc1 ?
CD40 NFkB inh: -7

How did c1cncc(CSc2ccc(-c3ccc4c(c3)OCO4)nn2)c1 do in these assays?
CD40 NFkB inh: -68

Results for COc1ccc(-c2cn(CC[C@@H]3CC[C@H](NC(=O)c4cnccn4)[C@H](CO)O3)nn2)cc1 ?
CD40 NFkB inh: 1[25 µM]

Results for O=C(C[C@@H]1C=C[C@@H](NC(=O)Nc2cccc(F)c2)[C@@H](CO)O1)NCC1CCCCC1 ?
CD40 NFkB inh: 9[25 µM]

What do the screens show for `Cc1ccccc1OCC(=O)NCC(=O)OCC(=O)c1ccc2ccccc2c1`?
CD40 NFkB inh: 11

What do the screens show for `O=C1CC(C(=O)O)C(c2ccccc2)c2ccccc21` (configuration not stated)?
CD40 NFkB inh: 1

How did COc1ccccc1NS(=O)(=O)c1cc(NC(=O)COc2ccccc2F)ccc1N1CCOCC1 do in these assays?
CD40 NFkB inh: 4

How did CO[C@@H]1CC[C@H]2CCOc3ccc(C#N)cc3C(=O)N(C)[C@H](C)C(=O)N(C)C[C@@H]1O2 do in these assays?
CD40 NFkB inh: 3[25 µM]

What do the screens show for `CCOc1ccc(S(=O)(=O)NCC2CCCO2)c2cccnc12` (configuration not stated)?
CD40 NFkB inh: 7

How did CCCCOC(=O)c1[nH]c(C)c(C(=O)OC)c1C do in these assays?
CD40 NFkB inh: -84

How did CC(NC(=O)c1ccc2c(c1)OCCO2)C(=O)O (configuration not stated) do in these assays?
CD40 NFkB inh: -6

What do the screens show for `CS(=O)(=O)N(CC(=O)Nc1cccc([N+](=O)[O-])c1)c1cccc(F)c1`?
CD40 NFkB inh: 6

What do the screens show for `Cc1ccc(N(CC(=O)NC2CCCCC2)S(=O)(=O)c2c(C)noc2C)cc1`?
CD40 NFkB inh: 3

Results for COc1ccc(S(=O)(=O)N2CCCCCC2)cc1C(=O)Nc1ccccn1 ?
CD40 NFkB inh: 7

How did CC(C)NC(=O)N1[C@H](C#N)[C@H](c2ccc(C#CC3CCCC3)cc2)[C@H]1CO do in these assays?
CD40 NFkB inh: 21

How did CCCNC(=O)N1[C@H](C#N)[C@@H](c2ccc(-c3ccc(C(=O)N(C)C)cc3)cc2)[C@@H]1CO do in these assays?
CD40 NFkB inh: -26[25 µM]

How did COc1cccc(-c2ccccc2[C@@H]2[C@@H](C#N)N(C(=O)Cc3ccccc3)[C@H]2CO)c1 do in these assays?
CD40 NFkB inh: -4[25 µM]

How did O=C(c1ccc2c(c1)N(Cc1ccccc1)CCS2)N1CCOCC1 do in these assays?
CD40 NFkB inh: -2

What do the screens show for `Cc1cccnc1NC(=O)CSc1ncnc2sc(C)c(C)c12`?
CD40 NFkB inh: 2

Results for CO[C@H]1CN(C)C(=O)c2cc(NC(=O)C3CCCCC3)ccc2OC[C@H](C)N(C(=O)c2ccccc2)C[C@H]1C ?
CD40 NFkB inh: 1[25 µM]

What do the screens show for `Cc1ccc(S(=O)(=O)NCC(=O)OCC(=O)Nc2ccc3c(c2)OCCO3)cc1`?
CD40 NFkB inh: -4

What do the screens show for `CC(=O)NC(c1cccc(F)c1)c1nc(-c2cccc(C(=O)O)c2)cs1` (configuration not stated)?
CD40 NFkB inh: -65

Results for COc1ccccc1-c1nnc(SC(C)C(=O)N2CCOCC2)o1 (configuration not stated) ?
CD40 NFkB inh: -13

Results for CS(=O)(=O)N(Cc1ccc(C(=O)NCCSc2ccccn2)cc1)c1ccccc1 ?
CD40 NFkB inh: -8

What do the screens show for `O=c1[nH]c2ccc(Cl)cc2[nH]1`?
CD40 NFkB inh: 3

What do the screens show for `Cc1ccc(NC(=O)C(=O)NCCN2CCN(S(=O)(=O)c3ccccc3)CC2)cc1C`?
CD40 NFkB inh: 3

What do the screens show for `Cc1ccccc1-c1ccc([C@@H]2[C@@H](CO)N3C(=O)CN(C(=O)c4ccncc4)C[C@H]23)cc1`?
CD40 NFkB inh: 6[25 µM]

By substructure: the compounds so far containing a COOH group (four)
How did O=C(O)C1C2C=CC(C2)C1C(=O)NC1CCS(=O)(=O)C1 (configuration not stated) do in these assays?
CD40 NFkB inh: -1

What do the screens show for `O=C1CC(C(=O)O)C(c2ccccc2)c2ccccc21` (configuration not stated)?
CD40 NFkB inh: 1

How did CC(NC(=O)c1ccc2c(c1)OCCO2)C(=O)O (configuration not stated) do in these assays?
CD40 NFkB inh: -6

What do the screens show for `CC(=O)NC(c1cccc(F)c1)c1nc(-c2cccc(C(=O)O)c2)cs1` (configuration not stated)?
CD40 NFkB inh: -65

(next part)
What do the screens show for `Cn1cnc(S(=O)(=O)N[C@H]2CC[C@H](CC(=O)NCC3CCCCC3)O[C@H]2CO)c1`?
CD40 NFkB inh: -4[25 µM]

Results for Cc1cc(N2CCN(c3ccccc3)CC2)n2cc(-c3ccccc3)nc2n1 ?
CD40 NFkB inh: 4

What do the screens show for `O=C(Nc1cccc(Cl)c1)N[C@H]1CC[C@H](CCNC(=O)C2CCCC2)O[C@H]1CO`?
CD40 NFkB inh: 1

How did COc1ccc(Cl)cc1C(=O)NNC(=O)COC(=O)c1ccc(Br)o1 do in these assays?
CD40 NFkB inh: -5

Results for O=C(Nc1cc(S(=O)(=O)N2CCOCC2)ccc1N1CCOCC1)c1ccccc1F ?
CD40 NFkB inh: 6

Results for Nc1nonc1-c1noc(CCCOc2ccc(Cl)cc2Cl)n1 ?
CD40 NFkB inh: -1

What do the screens show for `O=C(C[C@@H]1C[C@@H]2c3cc(NS(=O)(=O)c4ccc(F)cc4)ccc3O[C@@H]2[C@@H](CO)O1)NCCN1CCCCC1`?
CD40 NFkB inh: 3[25 µM]

What do the screens show for `OCCN1CCN(Cc2cccc(Oc3ccc(Cl)cc3)c2)CC1`?
CD40 NFkB inh: -13

How did CC(=O)Nc1cccc(C(=O)OC(C)C(=O)N2CCc3ccccc32)c1 (configuration not stated) do in these assays?
CD40 NFkB inh: 11

How did Cc1ccccc1OCCC(=O)OCC(=O)NC1CCS(=O)(=O)C1 (configuration not stated) do in these assays?
CD40 NFkB inh: 15

How did N#C[C@@H]1[C@H](c2ccc(C3=CCCCC3)cc2)[C@H](CO)N1C(=O)NC1CCCCC1 do in these assays?
CD40 NFkB inh: 15

How did CCC(C)N1CC(C(=O)O)CC1=O (configuration not stated) do in these assays?
CD40 NFkB inh: 2

How did O=C(NNC1CC(=O)N(c2ccc(Cl)cc2)C1=O)c1ccco1 (configuration not stated) do in these assays?
CD40 NFkB inh: 3

What do the screens show for `CCCCN(C)Cc1c(C)[nH]c2ccc(OCC)cc2c1=O`?
CD40 NFkB inh: 18

What do the screens show for `COc1ccc(C2(C)NC(=O)N(CC(=O)Nc3ccc4ccccc4c3)C2=O)cc1OC` (configuration not stated)?
CD40 NFkB inh: -20

What do the screens show for `COc1cc(CN2CCC(n3nccc3NC(=O)c3ccccc3OC)CC2)ccc1F`?
CD40 NFkB inh: 4

Results for CC(=O)N1C[C@@H]2C(c3ccccc3)[C@@H](C1)N2C(=O)NC(C)C (some centres not stated) ?
CD40 NFkB inh: 8

How did C[C@H](CO)N1C[C@H](C)[C@@H](CN(C)Cc2ccc3c(c2)OCCN3C)OCc2cn(nn2)CCCC1=O do in these assays?
CD40 NFkB inh: -3[25 µM]

What do the screens show for `Cc1ccccc1-n1c(=O)cc(N2CCC3(CC2)OCCO3)[nH]c1=O`?
CD40 NFkB inh: 2

Results for CCCCC(C(=O)O)C(C)CC(=O)Nc1nncs1 (configuration not stated) ?
CD40 NFkB inh: 0

Results for CCCCOCCCNC(=O)c1cccc(OC)c1 ?
CD40 NFkB inh: -2

Results for Cc1ncsc1CCSc1nc2ccccc2c(=O)n1C ?
CD40 NFkB inh: -16

What do the screens show for `Cc1cc(NCc2ccco2)n2ncnc2n1`?
CD40 NFkB inh: 7

How did CC(C)(C)c1ccc(S(=O)(=O)NNC(=O)c2cc3ccccc3[nH]2)cc1 do in these assays?
CD40 NFkB inh: -32

What do the screens show for `CCc1cc(C(=O)N2CCOCC2)c(NC2=NS(=O)(=O)c3ccccc32)s1`?
CD40 NFkB inh: 10

What do the screens show for `C[C@@H]1CN([C@@H](C)CO)C(=O)c2cccc(NC(=O)c3nc4ccccc4s3)c2O[C@@H]1CN(C)C(=O)Nc1ccc2c(c1)OCO2`?
CD40 NFkB inh: 7[25 µM]

What do the screens show for `CC(=O)NCCC(=O)Nc1cc(F)ccc1C`?
CD40 NFkB inh: 6

How did COc1ccc(-c2cn3c(n2)CCC3)cc1 do in these assays?
CD40 NFkB inh: -83

How did Cc1cc(C(=O)OCC(=O)NC2CCCCC2C)c2ccccc2n1 (configuration not stated) do in these assays?
CD40 NFkB inh: 5

What do the screens show for `CN(C)S(=O)(=O)c1ccc(N2CCCC2)c(C(=O)N2CCN(S(=O)(=O)c3ccccc3F)CC2)c1`?
CD40 NFkB inh: -15

Results for CC(=O)OCC=C1CCC2C3CCC4=CC(=O)CCC4(C)C3C(O)CC12C (configuration not stated) ?
CD40 NFkB inh: 7

Results for CN(C)C(=O)c1cccc(-c2ccc([C@@H]3[C@@H](CO)N(C(=O)C4CCC4)[C@H]3C#N)cc2)c1 ?
CD40 NFkB inh: 0

What do the screens show for `CCOC(=O)c1noc(C)c1C(=O)Nc1nc(C)cc(C)n1`?
CD40 NFkB inh: 1

What do the screens show for `O=C(O)C1CC(=O)N(C2CCCCCC2)C1` (configuration not stated)?
CD40 NFkB inh: 3

What do the screens show for `Cc1nnc(C)c2c(C)n(C(c3ccccc3)c3ccccc3)c(C)c12`?
CD40 NFkB inh: 12

What do the screens show for `COc1cc(C(C)=O)ccc1OCC(=O)NCCCn1nc(C)cc1C`?
CD40 NFkB inh: 8

What do the screens show for `COC(=O)C1C(c2ccccc2)C=CC(c2ccccc2)C1C(=O)O` (configuration not stated)?
CD40 NFkB inh: 5

Results for Cc1ccc(C(=O)N2CCCC2)cc1S(=O)(=O)N1CCOCC1 ?
CD40 NFkB inh: -5

How did Cc1ccc2oc(C(=O)N(C)CCC(O)c3ccccc3)c(C)c2c1 (configuration not stated) do in these assays?
CD40 NFkB inh: -13

What do the screens show for `NC(=O)CNC(=O)c1ccc(Cl)cc1`?
CD40 NFkB inh: 1

Next part (3 carried over from the part before).
Results for Cc1ccc(C(=O)N2CCCC2)cc1S(=O)(=O)N1CCOCC1 ?
CD40 NFkB inh: -5

How did Cc1ccc2oc(C(=O)N(C)CCC(O)c3ccccc3)c(C)c2c1 (configuration not stated) do in these assays?
CD40 NFkB inh: -13

What do the screens show for `NC(=O)CNC(=O)c1ccc(Cl)cc1`?
CD40 NFkB inh: 1

What do the screens show for `O=C(O)c1cc2cc(Cl)cc(Cl)c2oc1=O`?
CD40 NFkB inh: 1

What do the screens show for `CCc1ccc(/C=C2\SC(=S)N(CCCC(=O)NCCCN3CCOCC3)C2=O)cc1`?
CD40 NFkB inh: 24

Results for Oc1cc2ccccc2cc1-c1nnc2n1-c1ccccc1SC2 ?
CD40 NFkB inh: 7

What do the screens show for `COc1ccc(-c2ccc(C3[C@@H]4CN(C(=O)Nc5ccccc5F)C[C@H]3N4)cc2)cc1` (some centres not stated)?
CD40 NFkB inh: -3

What do the screens show for `CC(=O)c1cc(CC=C(C)C)c(O)cc1O`?
CD40 NFkB inh: 5

How did Cc1cc(-c2cccc([N+](=O)[O-])c2)nc2ccc3ccccc3c12 do in these assays?
CD40 NFkB inh: -2

How did CC(=O)Nc1cc(-c2cccc(C(=O)NCCO)c2)cn2c(-c3ccc(F)c(Cl)c3)cnc12 do in these assays?
CD40 NFkB inh: -39

Results for Cc1ccc(S(=O)(=O)N[C@@H](Cc2ccccc2)C(=O)N2CCC[C@@H]2C(=O)O)cc1 ?
CD40 NFkB inh: 5

How did COc1cccc(NC(=O)CN(C)C(=O)CCSc2ccc(C)cc2)c1 do in these assays?
CD40 NFkB inh: -2

Some of the compounds tested, so the mix of outcomes need not match the whole.
